mIAP inh – blocks mouse intestinal alkaline phosphatase; purified mouse IAP, CDP-Star luminescence, 30 min; inhibition, % at 10 µM; 330,000 compounds, 0.2% hits;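 active = inhibition of at least 40% at 10 µM in the primary screen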;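 note: plate controls were DMSO with enzyme for no effect and no enzyme wells for full effect; values of inactives mirror those of a sister screen read the other way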
A3G deaminase – APOBEC3G (human) deaminase inhibition | 330,000 compounds, 0.28% hits | AID 493012 | recombinant A3G, ssDNA deamination FAM/TAMRA fluorescence | inhibition, % at 20 µM;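 active = inhibition of at least 40% at 20 µM, with no more than 30% in the related APOBEC3A deaminase screen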;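 note: plate controls were DMSO wells with A3G for no effect and wells lacking A3G enzyme for full effect; some compounds called inactive have numbers as strong as hits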
Target sequence (Q9HC16 whole entry, looked up): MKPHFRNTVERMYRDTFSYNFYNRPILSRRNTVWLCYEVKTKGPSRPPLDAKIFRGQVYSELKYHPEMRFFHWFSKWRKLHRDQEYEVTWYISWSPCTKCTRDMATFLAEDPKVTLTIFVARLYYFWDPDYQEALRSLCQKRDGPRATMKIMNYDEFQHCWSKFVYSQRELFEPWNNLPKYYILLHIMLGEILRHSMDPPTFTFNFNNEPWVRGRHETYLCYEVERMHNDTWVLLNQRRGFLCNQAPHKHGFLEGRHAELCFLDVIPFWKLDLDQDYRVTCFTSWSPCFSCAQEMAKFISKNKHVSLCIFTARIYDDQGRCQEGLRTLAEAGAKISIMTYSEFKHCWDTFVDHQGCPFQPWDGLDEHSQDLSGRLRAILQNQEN
hIAP activ – human IAP activation | P09923 | purified human IAP, CDP-Star luminescence, 30 min; hits give high values; 1 = vehicle-only enzyme, 0 = enzyme-free background | activation factor at 10 µM | 330,000 compounds, 0.16% hits | AID 2524;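 active = activation factor of the enzyme at least 2-fold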; note: the source names both 10 and 20 µM as test concentration; values of inactives mirror those of a sister screen read the other way
Target sequence (P09923 whole entry, looked up): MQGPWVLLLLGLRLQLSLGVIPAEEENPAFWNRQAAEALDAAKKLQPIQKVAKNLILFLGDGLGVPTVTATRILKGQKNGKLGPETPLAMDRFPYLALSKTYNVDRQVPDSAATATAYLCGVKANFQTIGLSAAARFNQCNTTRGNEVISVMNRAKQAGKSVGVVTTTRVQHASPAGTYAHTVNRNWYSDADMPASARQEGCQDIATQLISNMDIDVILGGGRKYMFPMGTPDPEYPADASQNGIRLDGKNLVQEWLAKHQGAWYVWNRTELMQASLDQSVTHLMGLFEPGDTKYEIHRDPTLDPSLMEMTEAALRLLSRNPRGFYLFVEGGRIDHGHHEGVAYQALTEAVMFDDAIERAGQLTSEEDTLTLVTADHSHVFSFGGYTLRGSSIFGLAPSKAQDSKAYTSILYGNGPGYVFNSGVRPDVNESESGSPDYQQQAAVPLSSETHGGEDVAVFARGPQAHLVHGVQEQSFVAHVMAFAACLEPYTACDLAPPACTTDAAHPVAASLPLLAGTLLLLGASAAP
hIAP inh – blocks human intestinal alkaline phosphatase; P09923; purified IAP, CDP-Star luminescence, 30 min; inhibition, % at 10 µM; 330,000 compounds, 0.12% hits;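 active = inhibition reaching a set limit with compound at 10 µM in the primary screen, cut at about 35% in these data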;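 note: plate controls were DMSO wells with enzyme for no effect and no-enzyme buffer wells for full effect; values of inactives mirror those of a sister screen read the other way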
APOBEC3A inh – human APOBEC3A DNA deaminase inhibition | P31941 | recombinant A3A, FAM/TAMRA ssDNA deamination fluorescence | 330,000 compounds, 0.41% hits | inhibition, % at 20 µM;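 active = at least 40% inhibition at 20 µM here, with at most 30% in a related deaminase screen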;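 note: plate controls were A3A with DMSO for no effect and wells lacking A3A enzyme for full effect; some results filed as inactive read as strong as hits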
MPTP block – permeability transition pore inhibition. isolated mouse mitochondria, Ca2+ swelling absorbance, 30 min. inhibition, % at 10 µM. 360,000 compounds, 1.4% hits. AID 602449;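 active = inhibition of 50% or more, scaled per plate between neutral and stimulator controls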;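 note: 0% = DMSO wells given calcium and 100% = 1 mM EGTA wells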
mIAP activ – mouse IAP activation; muIAP, CDP-Star luminescence, 30 min; hits give high values; 1 = vehicle-only enzyme signal, 0 = enzyme-free wells; activation factor at 10 µM; 330,000 compounds, 0.24% hits; AID 2805;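 active = activation factor of at least 2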; note: the source names both 10 and 20 µM as test concentration; values of inactives mirror those of a sister screen read the other way
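System: mouse IAP enzyme. Reagent: CDP-Star chemiluminescent phosphatase substrate. Benchmarks: DMSO wells, no-enzyme wells. Times: 30 min enzyme-substrate-compound incubation at room temperature. Detection: luminescence from enzymatic CDP-Star hydrolysis. Doses: test compounds delivered from DMSO solution.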
NR3A LBD binder – NR3A (human) ligand-binding domain modulation | NR3A LBD differential scanning fluorimetry, Tm shift; 0% = protein alone, 100% = glycine-bound protein | Tm shift relative to glycine control, % at 25 µM | 340,000 compounds, 2.5% hits | AID 1259313;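 active = melting temperature shift of at least 10% of the positive control shift, at one fixed dose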
beta cell repl – MIN6 beta-cell proliferation induction. MIN6 cells proliferation, ATPlite luminescence, 48 h; cells starved in 0.2% serum; 100% = growth in 10% serum. proliferation, % at 10 µM. 330,000 compounds, 0.29% hits;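 active = compounds whose signal lies at least 3.5 SD above the mean of all wells on their plate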;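 note: 0% = DMSO-treated cells in low-serum medium and 100% = 10% serum control; some compounds called inactive have numbers as strong as hits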
* hit, by the source's call.

O=C1CCCN1c1ccc(S(=O)(=O)NCCOc2ccccc2)cc1 was read as mIAP inh 1, A3G deaminase 1, hIAP activ 0.98, hIAP inh 2, APOBEC3A inh 2, MPTP block 41, mIAP activ 0.99, NR3A LBD binder 1 and beta cell repl 1.
For O=C(Nc1ccnn1C1CCN(C(=O)c2cccc(Cl)c2)CC1)C1CC1 the results were mIAP inh -11, A3G deaminase -8, hIAP activ 0.97, hIAP inh 3, APOBEC3A inh -3, MPTP block -0.3, mIAP activ 1.1, NR3A LBD binder -1 and beta cell repl 1.
`Cc1oc(-c2ccccc2)cc1C(=O)Nc1ccc2ccccc2c1` gave mIAP inh -40, A3G deaminase 2, hIAP activ 0.91, hIAP inh 9, APOBEC3A inh 1, MPTP block 0.2, mIAP activ 1.4, NR3A LBD binder 15* and beta cell repl -1.
For CCOc1ccc(NC(=O)NNC(=O)c2cc3ccccc3cc2O)cc1 the results were mIAP inh 12, A3G deaminase -6, hIAP activ 2, hIAP inh -96, APOBEC3A inh -5, MPTP block 4.1, mIAP activ 0.88, NR3A LBD binder 2 and beta cell repl -2.
Screening Cc1c(NC(=O)c2c(O)c3ccccc3n(C)c2=O)c(=O)n(-c2ccccc2)n1C returned mIAP inh -2, A3G deaminase -4, hIAP activ 0.95, hIAP inh 5, APOBEC3A inh 0, MPTP block -0.3, mIAP activ 1, NR3A LBD binder 0 and beta cell repl -4.
Nc1nnc(CCS(=O)(=O)c2ccc(Br)cc2)s1 was read as mIAP inh -4, A3G deaminase 2, hIAP activ 0.97, hIAP inh 3, APOBEC3A inh 7, MPTP block 1.4, mIAP activ 1, NR3A LBD binder -1 and beta cell repl 0.
Screening N#Cc1c(N)oc(-c2ccccc2)c1-c1ccccc1 returned mIAP inh -2, A3G deaminase -7, hIAP activ 0.98, hIAP inh 2, APOBEC3A inh -8, MPTP block 0.5, mIAP activ 1, NR3A LBD binder -2 and beta cell repl -1.
`CN(CC(=O)Nc1ccccc1Br)C(=O)CN(C)C1CCCCC1` gave mIAP inh -2, A3G deaminase -8, hIAP activ 1.1, hIAP inh -13, APOBEC3A inh 3, MPTP block -0.2, mIAP activ 1, NR3A LBD binder 0 and beta cell repl -1.
Cc1ccc(C)c(SCC(=O)OCC(=O)Nc2ccc(S(=O)(=O)N3CCOCC3)cc2)c1 was read as mIAP inh -2, A3G deaminase -3, hIAP activ 1.3, hIAP inh -32, APOBEC3A inh -2, MPTP block 0.6, mIAP activ 1, NR3A LBD binder 10 and beta cell repl -2.
CCC(C)(C)NC(=O)C(c1ccccc1F)N(Cc1ccco1)C(=O)c1csnn1 (stereo not given) was read as mIAP inh -4, A3G deaminase -3, hIAP activ 1.3, hIAP inh -28, APOBEC3A inh 0, MPTP block -0.2, mIAP activ 1, NR3A LBD binder -1 and beta cell repl 3.
`CCOC(=O)c1c(C)[nH]c(C(=O)COC(=O)c2ccco2)c1C` gave mIAP inh -9, A3G deaminase -5, hIAP activ 0.95, hIAP inh 5, APOBEC3A inh 1, MPTP block -0.1, mIAP activ 1.1, NR3A LBD binder 3 and beta cell repl 4.
`COCCCN1CN(Cc2ccco2)CNC1=S` gave mIAP inh -8, A3G deaminase -7, hIAP activ 0.98, hIAP inh 2, APOBEC3A inh -2, MPTP block 1.6, mIAP activ 1.1, NR3A LBD binder 5 and beta cell repl 0.
Screening CC1(NC(=O)CC(c2ccccc2)(c2ccccc2)c2ccccc2)CCN(CCCc2ccccc2)C1=O (stereo not given) returned mIAP inh 0, A3G deaminase -8, hIAP activ 0.78, hIAP inh 22, APOBEC3A inh -5, MPTP block -2.4, mIAP activ 1, NR3A LBD binder -1 and beta cell repl -7.
COc1cc(OC)c(OC)cc1/C=N/NC(=O)c1cc(-c2cccn2C)n[nH]1 was read as mIAP inh 3, A3G deaminase 3, hIAP activ 0.96, hIAP inh 4, APOBEC3A inh 0, MPTP block 2.2, mIAP activ 0.97, NR3A LBD binder -6 and beta cell repl 0.
`Cc1cc(C)cc(NC(=S)NC2CC3CCCC(C2)N3CC(C)C)c1` (stereo not given) gave mIAP inh -38, A3G deaminase -5, hIAP activ 1.1, hIAP inh -11, APOBEC3A inh -1, MPTP block 0.1, mIAP activ 1.4, NR3A LBD binder -1 and beta cell repl -1.
O=C(Nc1ccc(-c2nc3cccnc3s2)cc1)c1cccnc1Cl was read as mIAP inh 8, A3G deaminase -4, hIAP activ 0.94, hIAP inh 6, APOBEC3A inh 3, MPTP block 2.2, mIAP activ 0.92, NR3A LBD binder 1 and beta cell repl -2.
For N#CCO/N=C/C(=O)Nc1ccc(F)cc1F the results were mIAP inh -2, A3G deaminase -3, hIAP activ 1.1, hIAP inh -10, APOBEC3A inh 0, MPTP block 0.9, mIAP activ 1, NR3A LBD binder 1 and beta cell repl -2.
Cc1ccc(C)c(S(=O)(=O)N2CCN(C(=O)[C@H](Cc3ccccc3)NC(=O)c3ccco3)CC2)c1 was read as mIAP inh 1, A3G deaminase -8, hIAP activ 0.94, hIAP inh 6, APOBEC3A inh -4, MPTP block -1.0, mIAP activ 0.99, NR3A LBD binder 1 and beta cell repl -5.
Screening COc1cccc2c(=O)n(CC(=O)Nc3ccc(F)cc3F)ccc12 returned mIAP inh 4, A3G deaminase -9, hIAP activ 1.1, hIAP inh -8, APOBEC3A inh -2, MPTP block -1.1, mIAP activ 0.96, NR3A LBD binder 1 and beta cell repl -2.
For O=C(COc1ccccc1)Nc1sc2c(c1C(=O)NCc1cccnc1)CCCC2 the results were mIAP inh 14, A3G deaminase -5, hIAP activ 0.96, hIAP inh 4, APOBEC3A inh -1, MPTP block -0.5, mIAP activ 0.86, NR3A LBD binder 3 and beta cell repl -1.
For S=c1[nH]nc(Cn2nnc3ccccc32)n1-c1ccc(Cl)cc1 the results were mIAP inh 8, A3G deaminase 30, hIAP activ 1, hIAP inh 0, APOBEC3A inh 0, MPTP block 0.2, mIAP activ 0.92, NR3A LBD binder 3 and beta cell repl 0.
Screening CN(CC(=O)Nc1cccc(F)c1)C(=O)c1ccc2c(c1)NC(=O)CS2 returned mIAP inh -4, A3G deaminase -6, hIAP activ 1.2, hIAP inh -16, APOBEC3A inh -3, MPTP block -0.5, mIAP activ 1, NR3A LBD binder 3 and beta cell repl -1.
CCOc1ccc(NC(=O)C(=O)N/N=C/c2ccccc2F)cc1 was read as mIAP inh 8, A3G deaminase 3, hIAP activ 1, hIAP inh -4, APOBEC3A inh 4, MPTP block 0.3, mIAP activ 0.92, NR3A LBD binder -3 and beta cell repl -4.
Screening Cc1ccc(C)c(S(=O)(=O)N/N=C/c2ccc(C(=O)O)cc2)c1 returned mIAP inh -4, A3G deaminase -1, hIAP activ 0.99, hIAP inh 1, APOBEC3A inh -2, MPTP block -0.4, mIAP activ 1, NR3A LBD binder 0 and beta cell repl 0.
Screening COc1ccc(OC)c(/C=N/NC(=O)CCc2c(C)n[nH]c2C)c1 returned mIAP inh 6, A3G deaminase 7, hIAP activ 1, hIAP inh -2, APOBEC3A inh 5, MPTP block 3.1, mIAP activ 0.94, NR3A LBD binder 0 and beta cell repl -4.
For CCN(CC)CCNc1ccc(Cl)cc1[N+](=O)[O-] the results were mIAP inh 17, A3G deaminase -5, hIAP activ 1.1, hIAP inh -15, APOBEC3A inh 0, MPTP block -0.3, mIAP activ 0.83, NR3A LBD binder 0 and beta cell repl -2.
O=C(O)COc1ccc(Nc2ccccc2)cc1 was read as mIAP inh 13, A3G deaminase -3, hIAP activ 0.8, hIAP inh 20, APOBEC3A inh 1, MPTP block -1.8, mIAP activ 0.87, NR3A LBD binder -1 and beta cell repl 0.
COC(=O)C1=C(CSc2nnnn2C)NC(=O)NC1c1cc(C)ccc1C (stereo not given) was read as mIAP inh 6, A3G deaminase -10, hIAP activ 1.2, hIAP inh -24, APOBEC3A inh -3, MPTP block -0.4, mIAP activ 0.94, NR3A LBD binder 0 and beta cell repl -2.
`CC(C)NCCCCOc1ccccc1-c1ccccc1` gave mIAP inh -17, A3G deaminase -6, hIAP activ 0.95, hIAP inh 5, APOBEC3A inh -2, mIAP activ 1.2 and beta cell repl -2.
CCOC(=O)COc1c(-c2ccc(OC)cc2)oc2ccccc2c1=O was read as mIAP inh -1, A3G deaminase -2, hIAP activ 1, hIAP inh -4, APOBEC3A inh -1, MPTP block -2.4, mIAP activ 1, NR3A LBD binder 2 and beta cell repl 2.
For COc1cc(CCC(=O)Nc2ccc(Cl)c(C(F)(F)F)c2)cc(OC)c1OC the results were mIAP inh -59, A3G deaminase -7, hIAP activ 1, hIAP inh -3, APOBEC3A inh 0, MPTP block 46, mIAP activ 1.6, NR3A LBD binder -2 and beta cell repl 0.
Screening Cc1ccc(S(=O)(=O)NC(=O)c2cccn2C)cc1 returned mIAP inh 4, A3G deaminase -2, hIAP activ 0.89, hIAP inh 11, APOBEC3A inh 8, MPTP block -3.8, mIAP activ 0.96, NR3A LBD binder -1 and beta cell repl -3.
Screening Cc1cccc(-n2[nH]c(C)c(C=Nc3ccc4[nH]c(=O)[nH]c4c3)c2=O)c1 returned mIAP inh 20, A3G deaminase -8, hIAP activ 0.82, hIAP inh 18, APOBEC3A inh -1, MPTP block -0.8, mIAP activ 0.8, NR3A LBD binder 32* and beta cell repl 0.
For O=C(/C=C/c1ccc([N+](=O)[O-])cc1)NCc1ccccn1 the results were mIAP inh -4, A3G deaminase 1, hIAP activ 0.88, hIAP inh 12, APOBEC3A inh 5, MPTP block -1.4, mIAP activ 1, NR3A LBD binder 0 and beta cell repl -2.
For COc1ccc(OCC(=O)NCCNC(=O)c2ccccn2)cc1 the results were mIAP inh -3, A3G deaminase -6, hIAP activ 1.1, hIAP inh -5, APOBEC3A inh -4, MPTP block 0.4, mIAP activ 1, NR3A LBD binder -2 and beta cell repl 3.
CCCN1c2cccc3cccc(c23)S1(=O)=O was read as mIAP inh -6, A3G deaminase -6, hIAP activ 1.1, hIAP inh -6, APOBEC3A inh -2, MPTP block 0.7, mIAP activ 1.1, NR3A LBD binder 0 and beta cell repl -2.
For Cc1cc(C)cc(OCCCCn2cncn2)c1 the results were mIAP inh 1, A3G deaminase -5, hIAP activ 1, hIAP inh 0, APOBEC3A inh -2, MPTP block -0.2, mIAP activ 0.99, NR3A LBD binder 3 and beta cell repl -2.
`COC(=O)C1CCN(C(=O)COC(=O)c2cc(S(=O)(=O)N3CCOCC3)ccc2C)CC1` gave mIAP inh -5, A3G deaminase -1, hIAP activ 1, hIAP inh -3, APOBEC3A inh -1, MPTP block -0.4, mIAP activ 1.1, NR3A LBD binder -1 and beta cell repl -3.
`NS(=O)(=O)c1ccc(NC(=O)CSc2n[nH]c(=O)n2C2CC2)cc1` gave mIAP inh 5, A3G deaminase -7, hIAP activ 0.94, hIAP inh 6, APOBEC3A inh 0, MPTP block 0.9, mIAP activ 0.95, NR3A LBD binder 2 and beta cell repl 6.
For C=C(C)Cn1c(C)cc(C)c(S(=O)(=O)c2cccc(C)c2)c1=O the results were mIAP inh 4, A3G deaminase -1, hIAP activ 0.85, hIAP inh 15, APOBEC3A inh 4, MPTP block 1.1, mIAP activ 0.96, NR3A LBD binder 1 and beta cell repl -2.
Screening CCOc1ccc(Cc2nnc(SCC(=O)Nc3ccc(C(C)=O)cc3)[nH]c2=O)cc1 returned mIAP inh 6, A3G deaminase -8, hIAP activ 1.1, hIAP inh -6, APOBEC3A inh -1, MPTP block 0.1, mIAP activ 0.94, NR3A LBD binder 1 and beta cell repl 2.

Compound activity from PubChem.
